Kir21 block: inhibitors of mouse Kir2.1 inward-rectifier potassium channel; Inward rectifier potassium channel 2 (Mus musculus), P35561; HEK293-Kir2.1, FluxOR thallium flux fluorescence; active compounds read low; B-score at 10 µM; 310,000 tested, 0.85% active; AID 1672, 2009;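 active = fluorescence ratio B-score at or below minus 3 SD of library scores, with starting-brightness B-score within 2 SD, cut at about -4.2 in these data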;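 note: channel flux triggered by added potassium and thallium sulfate stimulus; B-score of peak minus minimum fluorescence over baseline after thallium stimulus; more negative B-score means stronger Kir2.1 block with less thallium influx; some compounds called inactive have numbers as strong as hits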
Target sequence (P35561 whole entry, looked up): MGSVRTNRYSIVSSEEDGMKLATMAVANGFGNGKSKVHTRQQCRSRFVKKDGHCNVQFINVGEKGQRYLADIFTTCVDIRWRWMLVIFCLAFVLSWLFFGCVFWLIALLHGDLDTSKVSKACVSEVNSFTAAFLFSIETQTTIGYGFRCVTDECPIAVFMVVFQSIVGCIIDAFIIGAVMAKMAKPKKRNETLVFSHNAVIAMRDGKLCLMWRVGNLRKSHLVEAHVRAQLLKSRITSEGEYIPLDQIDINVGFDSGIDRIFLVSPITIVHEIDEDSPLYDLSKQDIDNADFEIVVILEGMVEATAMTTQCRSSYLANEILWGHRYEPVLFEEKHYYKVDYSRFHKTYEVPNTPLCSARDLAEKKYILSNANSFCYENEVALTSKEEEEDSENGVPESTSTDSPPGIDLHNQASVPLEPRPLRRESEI
STK33 kinase inh: inhibitors of purified STK33 kinase, primary screen, biochemical, ADP-Glo luminescence, homogeneous, cell-free; Serine/threonine-protein kinase 33 (Homo sapiens), Q9BYT3; MBP phosphorylation; inhibition, % at 10 µM; 320,000 tested, 0.073% active;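 active = inhibition at or above 25%, using the most active replicate where run in duplicate; inactive = inhibition below 25%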
Target sequence (Q9BYT3 whole entry, looked up): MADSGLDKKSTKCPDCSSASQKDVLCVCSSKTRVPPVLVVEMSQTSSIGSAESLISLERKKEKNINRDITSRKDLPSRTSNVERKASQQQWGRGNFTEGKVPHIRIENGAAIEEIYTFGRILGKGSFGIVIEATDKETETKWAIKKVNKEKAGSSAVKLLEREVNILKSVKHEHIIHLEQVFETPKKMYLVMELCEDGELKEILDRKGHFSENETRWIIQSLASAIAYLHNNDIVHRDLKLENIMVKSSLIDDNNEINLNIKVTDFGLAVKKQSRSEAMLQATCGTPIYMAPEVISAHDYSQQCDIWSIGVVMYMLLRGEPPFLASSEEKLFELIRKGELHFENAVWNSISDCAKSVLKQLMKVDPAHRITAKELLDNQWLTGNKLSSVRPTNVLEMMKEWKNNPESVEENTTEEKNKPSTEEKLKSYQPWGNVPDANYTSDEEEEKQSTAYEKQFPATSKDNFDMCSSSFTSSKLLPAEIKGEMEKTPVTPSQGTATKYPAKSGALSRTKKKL
Numbers without * were called inactive; / = no result given.

Order of values – Kir21 block | STK33 kinase inh
1. CCOc1ccc(C(=O)Nc2cccc(-c3ccc4nncn4n3)c2)cc1
→ 0.73 | 1.1
2. C/C(=N\Nc1nncc2ccccc12)c1cccc(OC(F)F)c1
→ 0.08 | -5.3
3. Cc1ccc2nc(N3CCN(C(=O)CCCC(=O)O)CC3)nc(-c3ccccc3)c2c1
→ 0.2 | 0.8
4. O=C(CNC(=S)N(Cc1ccccc1F)C1CCCCC1)NCC1CCCO1 (stereo not drawn)
→ 0.2 | 0.6
5. O=C(Nc1cccc(C(=O)Nc2ccccc2F)c1)c1ccccc1
→ 2.2 | -2.8
6. CCN(CC(=O)Nc1ccc(OC)cc1)CC(=O)Nc1ccc(Br)cc1F
→ -0.47 | -2.8
7. O=C(c1cc(Cl)nc2ccccc12)N1CCN(S(=O)(=O)c2cccc(F)c2)CC1
→ 0.32 | -0.3
8. COc1cc(C(=O)Nc2ccc(OCC(=O)N3CCOCC3)cc2C)cc(OC)c1OC
→ 1.6 | -1.5
9. COC(=O)CC1(c2ccc(OC)cc2)C(=O)c2ccccc2C1=O
→ -1.5 | -0.4
10. Cc1nn(CC(=O)N2CCN(c3ccccn3)CC2)c(=O)c2cc3sccc3n12
→ -0.31 | -0.8
11. Cc1noc(C)c1C(=O)Nc1nc2ccc(S(C)(=O)=O)cc2s1
→ 0.51 | 2.0
12. O=C(Cn1ncc2c([nH]c3ccccc32)c1=O)NCC1CCN(Cc2ccc(F)cc2)CC1
→ 1.4 | 1.0
13. CCOc1ccccc1C(=O)Nc1nnc(C(C)C)s1
→ -1 | 2.3
14. Cc1ccc(C(=O)NNC(=O)c2ccccc2O)cc1S(=O)(=O)N1CCCCC1
→ -0.02 | -0.7
15. C[C@H](CO)N1C[C@H](C)[C@@H](CN(C)S(=O)(=O)c2cccs2)Oc2c(NC(=O)c3ccncc3)cccc2C1=O
→ / | -0.4
16. COc1ccc(C(=O)Nc2nnc(S(=O)(=O)Cc3ccc(F)cc3)s2)cc1
→ 0.57 | -0.1
17. Cc1ccc(NC(=O)c2ccc3ncsc3c2)cc1S(=O)(=O)N(C)C
→ -0.87 | 1.8
18. COc1cccc(Oc2nc(N)ncc2[N+](=O)[O-])c1
→ 1.1 | 1.0
19. CCC(C)[C@H](NC(=O)c1cc2cc(Cl)ccc2n1C)C(=O)N1CCC(C(=O)O)CC1 (stereo partly drawn)
→ -0.91 | -0.1
20. NC(=O)CSc1nnc(Cn2c(=O)sc3ccccc32)n1CCc1ccccc1
→ -0.31 | -1.4

By substructure: the entries above containing a thiophene ring, fused or not.
Order of values – Kir21 block | STK33 kinase inh
10. Cc1nn(CC(=O)N2CCN(c3ccccn3)CC2)c(=O)c2cc3sccc3n12
→ -0.31 | -0.8
15. C[C@H](CO)N1C[C@H](C)[C@@H](CN(C)S(=O)(=O)c2cccs2)Oc2c(NC(=O)c3ccncc3)cccc2C1=O
→ / | -0.4

Other compounds
Order of values – Kir21 block | STK33 kinase inh
21. Cc1ccccc1OCc1nnc(SCC(=O)O)n1Cc1ccccc1
→ 1.5 | -1.5
22. O=C(N/N=C/c1coc2ccccc2c1=O)c1cc(Br)ccc1O
→ -2.1 | 0.8
23. O=C(COC(=O)c1c2c(nc3ccccc13)CCCCC2)c1ccc(Cl)s1
→ -0.75 | /
24. COc1ccc(N2CCN(CC(=O)Nc3sccc3C#N)CC2)cc1
→ 0.04 | -0.4
25. CCOC(=O)c1ccc(NC(=O)c2cccc(S(=O)(=O)N3c4ccccc4CC3C)c2)s1 (stereo not drawn)
→ -0.06 | 0.2
26. Oc1ccc(N=Nc2cccc(Cl)c2)cc1C=Nc1ccc(N2CCOCC2)cc1
→ -0.82 | /
27. COc1ccc(C2C(C(=O)Nc3ccccc3)=C(C)N=C3SCC(=O)N32)cc1 (stereo not drawn)
→ -1.4 | -0.1
28. O=C(CSc1nc(-c2ccccc2Cl)ns1)Nc1ccc2c(c1)OCO2
→ 0.16 | -0.5
29. C[n+]1c(/C=C/c2ccc(O)cc2)ccc2ccccc21
→ -0.11 | 2.6
30. COc1ccccc1C(=O)Nc1ccc2nc(SCC(=O)N(C)C)sc2c1
→ -0.87 | 1.1
31. Cc1c(C(=O)OCC(=O)NCc2ccccc2)oc2ccccc12
→ -0.72 | /
32. CCOC(=O)CCC(=O)N1CCNC(=O)C1
→ 0.45 | -2.6
33. N#Cc1ccccc1NC(=O)COC(=O)C1CCN(C(=O)c2ccc(Cl)cc2)CC1
→ / | -1.5
34. C[C@@H]1O[C@@H](O[C@H]2[C@H](Oc3cc(O)c4c(c3)OC(c3ccc(O)cc3)CC4=O)O[C@H](CO)[C@@H](O)[C@@H]2O)[C@H](O)[C@H](O)[C@H]1O (stereo partly drawn)
→ -0.01 | -0.5
35. COc1ccc(NC(=O)c2c3c(nc4ccccc24)CCC3)cc1S(=O)(=O)N1CCOCC1
→ 0.1 | -0.4
36. CC(=O)N1CCc2c(sc(NC(=O)CCS(=O)(=O)c3ccccc3)c2C#N)C1
→ 0.02 | 0.4
37. Cc1cc(OC(=O)c2cccc(Br)c2)c([N+](=O)[O-])c(=O)[nH]1
→ 0.5 | 0.0
38. Cc1n[nH]c(=O)n1-c1ccc(Oc2ccccc2)cc1
→ -1.3 | 0.4
39. Cn1cnnc1SCC(=O)Nc1ccc2ccccc2c1
→ / | -1.2
40. C=CCOc1ccc(C2NC(=O)NC(C)=C2C(=O)OC)cc1 (stereo not drawn)
→ 1.2 | 0.0
41. Cc1c(Cl)c([N+](=O)[O-])nn1CCCC(=O)Nc1c(Cl)cccc1Cl
→ -0.01 | 0.1
42. COC(=O)N(C)c1nc2ccccc2s1
→ 0.25 | 0.0
43. CCCC(C(=O)NC1CCCC1)N(C(=O)c1snc(C(N)=O)c1N)c1ccc(OCC)cc1 (stereo not drawn)
→ 0.61 | -0.4
44. CCC(=O)Nc1cc(C(=O)O)ccc1Sc1ccc(C)cc1
→ -0.07 | 0.1
45. Cc1csc2nc(COC(=O)c3cccc(N(C)C)c3)cc(=O)n12
→ / | 0.9
46. O=C(O)c1ccccc1NS(=O)(=O)c1cccc(C(F)(F)F)c1
→ 0.15 | -0.2
47. CC(C)(C)c1cc(/C=N/O)cc(C(C)(C)C)c1O
→ -2.7 | -1.7
48. COc1cc(/C=N/NC(=O)C(=O)/C=C2\NC(C)(C)Cc3ccccc32)ccc1O
→ -1 | -0.4
49. CCc1nnc(NC(=O)c2ccc(-c3cc(C(F)(F)F)ccc3Cl)o2)s1
→ 0.5 | -0.1
50. CC(C)Cc1cc(C(=O)N2CCCC(CO)(Cc3ccc(F)cc3F)C2)n[nH]1 (stereo not drawn)
→ -2 | -0.7
51. Cc1ccccc1-c1nc(CN2CCC(C(=O)NCc3cccs3)CC2)c(C)o1
→ 1.2 | -2.6
52. CC(C)OC(=O)CC1=NC(=O)CS1
→ 0.29 | -0.1
53. COc1ccc(C(=O)C2CCCN(Cc3ccc(C#CCCO)cc3)C2)c(OC)c1 (stereo not drawn)
→ 0.76 | -1.2
54. CC(C)CCNC(=O)COC(=O)c1ccc(Br)o1
→ 2.4 | 0.4
55. Cc1c(C(=O)C(=O)NCCCn2ccnc2)c2ccccc2n1C
→ -0.01 | -1.6
56. CSCC[C@H](NC(=O)CCNC(C)=O)c1nc2ccccc2[nH]1
→ 0.91 | -1.2
57. CCCN1C(=O)c2ccccc2NC1c1ccc(OC)cc1OC (stereo not drawn)
→ -1.1 | 0.0
58. Cc1ccccc1CN1C[C@@H]2C[C@@H](c3cn[nH]c3-c3ccccc3)N3CCC[C@@]23C1=O
→ -0.62 | -0.3
59. CC(C)NC(=O)c1cc2c(=O)n3ccccc3nc2s1
→ 0.52 | 1.0
60. CCc1ccc(S(=O)(=O)NCc2cn3c(C)csc3n2)s1
→ 0.85 | -1.3
61. NC(=O)CC(NC(=O)Cc1ccc(Br)cc1)c1ccc(NCCOc2ccccc2)c([N+](=O)[O-])c1 (stereo not drawn)
→ 0.27 | -0.1
62. O=C(O)COc1ccc(C(=O)c2ccccc2)cc1
→ 1.2 | 0.1
63. Cc1cccc(C)c1NC(=O)COC(=O)C1C2CC3OC(=O)C1C3C2 (stereo not drawn)
→ 0.23 | -0.3
64. CC(=O)c1ccc(NC(=O)C[n+]2ccccc2)cc1
→ 1.1 | 1.1
65. COc1ccc(C2CC(=O)c3sc(N)nc3C2)cc1 (stereo not drawn)
→ -1.3 | -1.7
66. CCOC(=O)C1=NN(C(=O)COc2ccccc2)C(O)(c2ccc(Br)cc2)C1 (stereo not drawn)
→ 0.05 | -0.3
67. COc1ccccc1NC(=O)c1ccc(Cl)c(S(=O)(=O)NCc2ccco2)c1
→ / | -2.1
68. Cc1ccc(C(=O)CN(CCC(=O)O)C(=O)c2ccncc2)cc1
→ / | -1.5
69. COc1cccc(C(=O)CC(=O)C(=O)Nc2ccc(C)cc2Cl)c1
→ -0.01 | 0.2
70. COc1cc(/C=N/NC(=O)c2cccc(C(=O)N/N=C/c3ccc(O)c(OC)c3)n2)ccc1O
→ -0.66 | -1.5
71. CC(=O)Nc1ccc(C(=O)N/C(=C/c2ccccc2)C(=O)NCc2ccco2)cc1
→ 0.56 | -0.5
72. CCc1noc(C)c1C(=O)NCCc1ccc(S(N)(=O)=O)cc1
→ 1.6 | -1.5
73. CC1CN(C(=O)COC(=O)c2cc(S(N)(=O)=O)c(Cl)cc2Cl)CC(C)O1 (stereo not drawn)
→ -0.86 | 0.3
74. O=C1c2ccccc2C(=O)N1Cc1cc(-c2ccccc2)no1
→ 1.7 | -3.1
75. CCCCOCCCNC(=O)Cc1ccccc1OC
→ 0.98 | -1.8
76. Nc1nc(N)c2c(ccc3nccc32)[nH]1
→ 0.2 | 0.9
77. CSc1ncc(C(=O)Nc2ccc(C(C)=O)cc2)c(-c2ccccc2)n1
→ -0.67 | -0.6
78. Cc1ccccc1NC(=O)N1CCCC1C(=O)NCc1cccs1 (stereo not drawn)
→ -0.74 | -2.4
79. O=C(Nc1ccc(Cl)c(S(=O)(=O)N2CCCCC2)c1)c1cccnc1
→ / | -0.5
80. O=C(NCC1CCCO1)c1ccc(Oc2ccc([N+](=O)[O-])cc2Cl)cc1 (stereo not drawn)
→ -0.13 | -0.8

Arranged by value in Kir21 block (rising): five of the compounds above
Order of values – Kir21 block | STK33 kinase inh
77. CSc1ncc(C(=O)Nc2ccc(C(C)=O)cc2)c(-c2ccccc2)n1
→ -0.67 | -0.6
70. COc1cc(/C=N/NC(=O)c2cccc(C(=O)N/N=C/c3ccc(O)c(OC)c3)n2)ccc1O
→ -0.66 | -1.5
71. CC(=O)Nc1ccc(C(=O)N/C(=C/c2ccccc2)C(=O)NCc2ccco2)cc1
→ 0.56 | -0.5
75. CCCCOCCCNC(=O)Cc1ccccc1OC
→ 0.98 | -1.8
74. O=C1c2ccccc2C(=O)N1Cc1cc(-c2ccccc2)no1
→ 1.7 | -3.1

(list continues)
Order of values – Kir21 block | STK33 kinase inh
81. COC(=O)C(C)NC(=O)C(C)NC(=O)OCc1ccccc1 (stereo not drawn)
→ -1.8 | -2.9
82. CS(=O)(=O)N1CCN(c2nc(-c3ccccc3)cs2)CC1
→ 0.91 | 0.6
83. C=CCN1c2ccccc2[C@]23C[C@@H](C(=O)OC)N(C(=O)c4ccco4)C2=NC(C(=O)OC)=C(C(=O)OC)[C@H]13
→ -1.3 | -0.9
84. CCc1ccc2oc(C(=O)N3CCN(C)CC3)cc(=O)c2c1
→ 0.1 | -0.7
85. Cc1cccn2c(=O)c3cc(C#N)c(=N)n(Cc4ccncc4)c3nc12
→ 0.01 | 0.3
86. O=C(NNC(=S)NCc1ccc(Cl)cc1)c1ccc2c(c1)OCO2
→ 1.6 | -0.3
87. COCCCn1c(SCC(=O)N2CCOCC2)nnc1-c1ccco1
→ -0.03 | -0.5
88. COc1ccc(Oc2nc(C)cc(C)c2S(C)(=O)=O)cc1
→ 0.04 | 0.6
89. Cc1ccc(S(=O)(=O)NC(Cc2ccccc2)C(=O)NN)cc1 (stereo not drawn)
→ 2.1 | -1.0
90. COc1ccc(NS(=O)(=O)c2cccc(C(=O)NNC(=O)c3cc(S(N)(=O)=O)ccc3OC)c2)cc1
→ -1.4 | /
91. CCc1nc(N)c(C#N)c(-c2ccc(F)cc2)c1C
→ -0.7 | -3.8
92. Cc1ccc(CNC(=O)CN2C(=O)C3(OCCCO3)c3ccccc32)cc1
→ -1.5 | -1.9
93. COc1ccc(/C=C/C(=O)c2ccc(NC3=NCCCS3)cc2)cc1OC
→ -0.54 | 0.7
94. COc1ccc(NC(=O)c2ccccc2N2C(=O)C3C4C=CC(C5CC45)C3C2=O)c(OC)c1 (stereo not drawn)
→ 0.03 | 1.4
95. O=C(CSc1nnc(CNc2ccccc2)o1)N1CCN(C(=O)c2ccco2)CC1
→ -0.85 | 0.5
96. COc1cccc(CC(=O)NCCCSc2ccccc2)c1
→ -0.06 | -0.2
97. COc1cc2oc3ccccc3c2cc1N(CC(=O)N(C)C)S(=O)(=O)c1ccccc1
→ 0.54 | -0.4
98. CC(=O)NS(=O)(=O)c1ccc(NC(=O)c2ccc(NC(=O)c3cccs3)cc2)cc1
→ / | -2.1
99. CCOc1ncccc1C(=O)OCC(=O)c1cccs1
→ 0.44 | -2.1
100. O=C(CNC(=O)c1ccco1)OCC(=O)c1cccc2ccccc12
→ 0.08 | -0.1

As entered above.
For Kir21 block, O=C(CSc1nnc(CNc2ccccc2)o1)N1CCN(C(=O)c2ccco2)CC1 reads -0.85
For STK33 kinase inh, CCOc1ncccc1C(=O)OCC(=O)c1cccs1 reads -2.1

Next compounds.
Order of values – Kir21 block | STK33 kinase inh
101. Cc1ccc(C)c(OCCn2cc(/C=C(\C#N)C(=O)NCc3ccco3)c3ccccc32)c1
→ 0.84 | -1.5
102. COc1ccc(C2CC(=O)C(C=NCCCO)=C(O)C2)cc1 (stereo not drawn)
→ -0.82 | 0.1
103. Cc1ccc(CN(CC(=O)NCC2CCCO2)S(=O)(=O)c2ccc(C)cc2)cc1 (stereo not drawn)
→ -0.18 | -1.7
104. CCN(C(=O)CSc1nc2ccccc2[nH]1)C1CCS(=O)(=O)C1 (stereo not drawn)
→ / | -2.3
